All columns: NCI-60 one-dose screen, growth in % after 48 h at 10 µM unless noted; 100 = growth as untreated, 0 = no growth, -100 = all killed.
MCF7: MCF7 breast cancer; 6.3% of 82,000 active; AID 1794796
SR: SR leukemia cells | 8.7% of 73,000 active | AID 1794780
MDA-MB-231: MDA-MB-231 breast cancer | AID 1794789 | 5% of 81,000 active
MOLT-4: MOLT-4 leukemia cells | 6.9% of 80,000 active | AID 1794779
K-562: K-562 leukemia; 7.4% of 78,000 active
MDA-MB-468: MDA-MB-468 breast cancer | 8.5% of 78,000 active | AID 2202374
RPMI-8226: RPMI-8226 leukemia cells. 7.5% of 77,000 active. AID 1794781
CCRF-CEM: CCRF-CEM leukemia; 7% of 77,000 active; AID 1794778
Numbers without * were called inactive; / = not tested or not shown; & = joins results of further samples. How the source made its calls: active means growth percent below 10; inactive means the rest. Hits appear at their usual frequency; any-hit rate near 14%.

SMILES	MCF7	SR	MDA-MB-231	MOLT-4	K-562	MDA-MB-468	RPMI-8226	CCRF-CEM
Cc1ccc(NC(=O)/C=C/c2ccccc2)c(C(N)=O)c1	16	-23*	52	31	13	22	23	7.2*
CN(C)c1ccc2oc(=O)c3ccccc3c2c1	73	/	78	131	109	78	74	110
Cc1cc(N(CCCNc2ccnc3cc(Cl)ccc23)Cc2ccco2)nc(Cl)n1	42	22	62	43	9.8*	32	19	67
O=S(=O)(Nc1cc(Cl)cc(Cl)c1)c1ccc(-c2cnc(C3CC3)o2)cc1	21	29	48	33	14	2.1*	/	17
O=C(NC1CCCCC1)c1ccccc1	98	105	103	102	98	118	113	94
Cn1c(N2CCOCC2)nc(-c2ccc([N+](=O)[O-])cc2)c(C#N)c1=O	82	101	89	85	58	85	60	85
Fc1cc(-c2ncc(-c3cc(F)c(F)c(F)c3)c(NC3CCCCCC3)n2)cc(F)c1F	91	96	104	102	101	99	96	96
N#CC(C#N)c1ccnc2ccccc12	94	87	102	83	104	81	68	89
Cc1cc2c(c(Br)c1O)Oc1c(cc(C)c(O)c1Br)C21OC(=O)c2ccccc21	107	89	105	92	98	113	96	96
COCO[C@@H]1C[C@]23CC[C@@H]4[C@](C)(COC(=O)NCc5ccc(OC)cc5)CCC[C@@]4(C)[C@@H]2CC[C@@]1(C)C3	69	32	82	44	60	50	43	68
COc1cc(/C=C/c2nc(Nc3ccc(S(=O)(=O)Nc4cc(C)on4)cc3)c3ccccc3n2)ccc1O	31	19	63	42	18	-7.1*	73	56
Cn1cc(-c2nn3cc(-c4ccncc4)nc3s2)c2cc(Cl)ccc21	17	-4.5*	74	2.3*	-1.7*	65	19	11

Complete entries, quoted from the list. Order of values: MCF7	SR	MDA-MB-231	MOLT-4	K-562	MDA-MB-468	RPMI-8226	CCRF-CEM
Cc1cc(N(CCCNc2ccnc3cc(Cl)ccc23)Cc2ccco2)nc(Cl)n1 is entered as 42	22	62	43	9.8*	32	19	67
COCO[C@@H]1C[C@]23CC[C@@H]4[C@](C)(COC(=O)NCc5ccc(OC)cc5)CCC[C@@]4(C)[C@@H]2CC[C@@]1(C)C3 is entered as 69	32	82	44	60	50	43	68
Cn1cc(-c2nn3cc(-c4ccncc4)nc3s2)c2cc(Cl)ccc21 is entered as 17	-4.5*	74	2.3*	-1.7*	65	19	11
O=S(=O)(Nc1cc(Cl)cc(Cl)c1)c1ccc(-c2cnc(C3CC3)o2)cc1 is entered as 21	29	48	33	14	2.1*	/	17
Fc1cc(-c2ncc(-c3cc(F)c(F)c(F)c3)c(NC3CCCCCC3)n2)cc(F)c1F is entered as 91	96	104	102	101	99	96	96

Two entries picked at random from those above, as already listed:
SMILES	MCF7	SR	MDA-MB-231	MOLT-4	K-562	MDA-MB-468	RPMI-8226	CCRF-CEM
N#CC(C#N)c1ccnc2ccccc12	94	87	102	83	104	81	68	89
COc1cc(/C=C/c2nc(Nc3ccc(S(=O)(=O)Nc4cc(C)on4)cc3)c3ccccc3n2)ccc1O	31	19	63	42	18	-7.1*	73	56

Remaining list, next part:
SMILES	MCF7	SR	MDA-MB-231	MOLT-4	K-562	MDA-MB-468	RPMI-8226	CCRF-CEM
Cc1ccc(P(c2ccccc2)c2ccc(C)cc2)cc1	100	87	120	88	80	93	77	92
CCN(CC)CCCN(CCCc1ccccc1)Cc1ccccc1	88	46	67	70	/	80	75	75
CCCCCN(CCCCC)CCC[C@@H](C)[C@H]1CC[C@H]2[C@@H]3[C@H](OCCCN)C[C@@H]4C[C@H](OCCCN)CC[C@]4(C)[C@H]3C[C@H](OCCCN)[C@]12C	75	19	37	41	-19*	71	-18*	15
CN(C)CCNc1cccc2sc3ccc(O)cc3c(=O)c12	28	/	47	14	23	28	73	/
Cc1csc(/N=C(N)/N=C(\N)c2cccc(F)c2)n1	78	101	103	105	100	105	102	107
C=C1CC[C@@H]2[C@](C)(COC(C)=O)[C@H](OC(C)=O)CC[C@@]2(C)[C@@H]1CC(C1=CCOC1=O)N1CCN(c2cc3c(cc2F)C(=O)C(C(=O)O)CN3C2CC2)CC1 (some centres not stated)	86	45	94	60	45	42	37	69
CN(C)N1C(=O)c2c(Cl)c(Cl)c(Cl)c(Cl)c2C1=O	96	88	115	88	98	96	97	89
Nc1nc(NC(=O)Nc2ccc(Cl)cc2)nn1-c1ccc(S(N)(=O)=O)cc1	92	/	85	106	99	100	103	/
CC(C)Cc1ccc(C(C)C(=O)NCc2c[nH]c3ccc(Br)cc23)cc1 (configuration not stated)	88	99	83	75	79	94	89	64
Cn1cnc2c1c(=O)[nH]c(=O)n2C	99&98	102	110&119	97&110	104&104	97&100	97&101	85&104
Clc1cccc(-c2c[nH]c3ncnc(N4CCOCC4)c23)c1	99	70	95	89	100	109	77	99
CN(C)CCCCCCN	92	116	108	101	106	100	96	92
CCCC(=O)Nn1c(N)cc2ccccc2c1=O	92	126	103	106	105	102	99	97
COc1ccc(Nc2ccnc(NCCCNc3ccnc4cc(Cl)ccc34)n2)cc1	-2.7*	/	-73*	-21*	-19*	/	-60*	-19*
COc1cc(C(=O)Nc2cc(O)c(CC=C(C)C)c(O)c2)cc2c1O[C@]1(C)CC[C@@H](O)C(C)(C)[C@H]1C2	6.6*	14	24	-16*	/	36	-24*	2.2*
CC(=O)OC1CC(n2cc(F)c(=O)[nH]c2=O)OC1CO (configuration not stated)	19	29	79	24	53	22	52	35
CCCCC(=O)N(c1ccc(Nc2c3ccccc3nc3cc([N+](=O)[O-])ccc23)cc1)S(C)(=O)=O	17	5.4*	85	23	64	/	35	33
CC12CCC(C(=O)C1)C1(C)CCCC(=O)C21 (configuration not stated)	104	119	120	93	95	/	106	95
CCOC(=O)c1cc2c(n1C)-c1c(cc(S(=O)(=O)c3ccccc3)c(=O)n1C)CCC2	101	92	105	85	85	99	91	90
Oc1ccc(-c2nn(-c3ccccc3)cc2-c2nc3ccccc3[nH]2)cc1	80	77	87	83	99	95	86	83
O=C(C1=C(O)C(=O)N(Cc2cccnc2)C1c1cccc(Oc2ccccc2)c1)c1ccco1 (configuration not stated)	110	80	83	79	67	/	103	/
O=C(O)c1ccc([N+](=O)[O-])cc1-c1cc([N+](=O)[O-])ccc1C(=O)O	90	95	100	101	97	102	/	99
CCOC(=O)CN1CC(C)(C)N(CC(=O)OCC)CC1(C)C	101	134	117	103	116	105	113	98
O=C(CSC(=S)N1CCN(c2ccccc2)CC1)Nc1nc2ccc(Cl)cc2s1	99	103	103	109	93	117	103	/
O=C1CNN=C(Cn2nc(-c3ccccc3)c3ccccc3c2=O)N1	104	94	95	97	93	87	100	102
COc1ccccc1C(=O)NNC(=O)CSc1nc2c(c(=O)[nH]1)CCCC2	96	96	86	105	100	120	98	97
CC1(C)CC[C@]23CC[C@]4(C)[C@H](CC[C@@H]5[C@@]6(C)CCCNC(C)(C)[C@@H]6CC[C@]54C)[C@H]2[C@H]1OC3	-25*	-30*	-63*	-33*	-40*	-51*	-30*	-6.1*
O=C1c2cccnc2C(=O)c2c1c(C(=O)OCCc1ccccn1)c1ccccn21	-57*	-11*	6.0*	-0.1*	-2.5*	-23*	-27*	-14*
N#CC1(C#N)C2CCCCC2(/C=N/Nc2ccccc2)C1(C#N)C#N (configuration not stated)	95	97	90	101	/	106	90	90
CC(=O)N1c2ccccc2NC2=C(C(=O)N(C)C2(C)C)C1C (configuration not stated)	16	17	63	33	17	19	13	21
C=CN(c1ccccc1)c1nc(=O)[nH]c(=O)[nH]1	94	115	100	101	107	103	99	103
CC(=O)SC(CC(=O)O)C(=O)O (configuration not stated)	103	92	118	98	107	113	88	94
CN1c2ccccc2Sc2cc(C3CCC(=O)N3c3ccc(Cl)cc3Cl)ccc21 (configuration not stated)	78	84	75	80	67	86	59	82
COCCCN(Cc1cc(OC)c(OC)c(OC)c1)C(=S)Nc1cccc(SC)c1	90	84	81	89	82	57	66	84
O=C1NN(C(=O)c2ccc(Cl)cc2)C(c2ccccc2)=N/C1=C\c1cn(-c2ccccc2)nc1-c1ccccc1	91	90	92	99	99	82	117	/
Cc1ccc(N2CCN(C(=S)c3ccc4c(c3)OCO4)CC2)cc1	94	72	101	82	87	112	96	95
c1ccc(-n2cc(COc3ncnc4sc5c(c34)CCCC5)nn2)cc1	94	94	92	99	95	98	97	99
CC(C)(O)CN(C(=O)c1ccccc1)C1CCCCC1	100	96	115	103	107	90	99	106
CC(O)C(NC(=O)OCc1ccccc1)C(=O)O (configuration not stated)	99	78	105	82	102	100	99	103
O=C1c2ccccc2C(=O)c2c1ccc1[nH]c(CNCc3ccc(C(F)(F)F)cc3)nc21	92	85	91	89	83	103	/	95
Cc1cc(C)nc(Nc2ncc(C(=O)NCCc3c(C)[nH]c4ccccc34)cn2)c1	100	103	106	89	98	96	93	97
CC(=O)c1cc2c(N)c(C(=O)Nc3cccc4cnccc34)sc2nc1C	100	87	78	106	83	103	89	101
N#Cc1ncc(-c2cccc(F)c2F)c(NC2CCCCCC2)n1	82	59	58	73	83	86	59	77
Cc1ccc(-c2cc(-c3ccccc3)n(-c3ccccc3)n2)cc1	98	72	112	82	81	/	84	85
COC(=O)c1cc2c(n1Cc1ccccc1)-c1oncc1CCC2	41	12	64	62	18	63	50	62
COc1cc(/C=C/c2cccnc2Nc2ccc(F)cc2)cc(OC)c1OC	47	44	83	67	/	102	49	75
C/C(=N\NC(=O)Nc1c(Cl)cccc1Cl)c1cc2ccccc2oc1=O	86	99	93	99	87	95	95	106
O=Cc1cccc2c([N+](=O)[O-])cccc12	99	97	100	99	100	97	101	93
CC(C)CC(NC(=O)CCc1nc2c(=O)[nH]c(=S)[nH]c2[nH]c1=O)C(=O)O (configuration not stated)	88	113	103	100	98	93	98	92
CN(C)c1cc(NN=C(c2ccc(O)cc2)c2ccc(O)cc2)c([N+](=O)[O-])cc1[N+](=O)[O-]	27	92	82	98	118	102	131	107
O=C(Cn1c2ccccc2c2ccncc21)N/N=C/c1ccncc1	103	87	94	91	/	99	100	103
CC(=O)c1ccc(N=NN(C)C)cc1	101	95	122	108	108	111	97	/
COc1ccc(C(=O)NCC(C)C)cc1OC	92	123	103	101	108	95	93	99
COC(=O)c1ccc2[nH]c(O)c(C(=Nc3ccc(N(C)C(=O)CN4CCN(C)CC4)cc3)c3ccc(C)cc3)c2c1	-68*	-28*	-23*	-25*	-33*	-50*	-32*	1.6*
O=C1CCC(C(=O)N/N=C/c2cc(F)ccc2F)N1 (configuration not stated)	93	109	111	101	97	111	103	103
COc1ccc(C2=Cn3c(CCC(=O)c4nc5ccccc5[nH]4)nnc3SC2)cc1	85	19	92	43	3.1*	77	62	/
O=c1nc2s/c(=C\c3cccc(Cl)c3)c(=O)n2c2nc(-c3ccccc3)c(-c3ccccc3)nc12	99	101	94	106	113	/	123	/
O=C(NC1CC1(c1ccccc1)c1ccccc1)c1ccccc1 (configuration not stated)	92	82	102	86	94	90	/	93
O=C(CCCCC(=O)N/N=C\c1ccc(Cl)cc1)N/N=C\c1ccc(Cl)cc1	102	99	99	106	/	109	112	117
CCCCOc1ccc(C(=O)CCN2CCCCC2)cc1	89&97	99&88	102&103	100&89	100&90	101&94	102&55	95&87

Going on with the list.
SMILES	MCF7	SR	MDA-MB-231	MOLT-4	K-562	MDA-MB-468	RPMI-8226	CCRF-CEM
N/C(=N\C(N)=N\c1nc2ccccc2s1)c1cccnc1	78	97	85	95	96	138	99	105
O=S(=O)(NCCCNc1nccc(-c2c(-c3ccc(O)cc3)nc3sccn23)n1)c1ccc(C(F)(F)F)cc1	39	58	51	35	34	42	46	40
Cn1cnc2nc(Cl)nc(Cl)c21	17	28	21	36	25	22	23	/
CCCCCCNC(=O)Oc1ccc(/C(=C(\C)c2ccc(Cl)cc2)c2ccc(OCCN(C)C)cc2)cc1	11	2.0*	59	13	4.2*	84	-12*	36
CC(C)(C)n1cc(-c2ccnc(NCCNS(=O)(=O)c3ccc(C(F)(F)F)cc3)c2)c(-c2ccccc2)n1	63	36	92	72	44	89	81	75
COc1cc(CNC(=O)[C@]23CCC(C)(C)CC2C2=CCC4[C@@]5(C)CCC(OC(C)=O)C(C)(C)C5CC[C@@]4(C)[C@]2(C)CC3)ccc1OCc1cn(-c2ccc(C#N)cc2)nn1 (some centres not stated)	91	107	93	104	83	101	81	98
COc1ccc(NC(=O)[C@@H](N)Cc2ccccc2)cc1C(=O)Nc1cccc(C2CC(=O)c3c(cc(OC)c(OC)c3OC)O2)c1 (some centres not stated)	28	15	63	20	18	44	20	15
CCCCCCCCCCCCSC#N	102	98	/	97	124	107	99	100
COc1ccc2[nH]cc(-c3noc(C(=O)c4cn(C)c5ccccc45)n3)c2c1	78	69	85	92	97	114	100	101
CC(=O)/C(=C/n1c(=S)sc2ccccc21)C(=O)Nc1ccccc1	98	89	93	100	91	100	90	96
CCCOC(=O)CC1(O)CCCCC1	104	95	102	106	111	99	99	/
N#Cc1c(-c2ccccc2)c2c(N)nn(-c3ccccc3)c2oc1=O	102	104	98	102	98	122	/	109

3 structures already listed, arranged by formula weight, ascending.
SMILES	MCF7	SR	MDA-MB-231	MOLT-4	K-562	MDA-MB-468	RPMI-8226	CCRF-CEM
CCCOC(=O)CC1(O)CCCCC1	104	95	102	106	111	99	99	/
CCCCCCCCCCCCSC#N	102	98	/	97	124	107	99	100
COc1ccc(NC(=O)[C@@H](N)Cc2ccccc2)cc1C(=O)Nc1cccc(C2CC(=O)c3c(cc(OC)c(OC)c3OC)O2)c1 (some centres not stated)	28	15	63	20	18	44	20	15

Going on with the list.
SMILES	MCF7	SR	MDA-MB-231	MOLT-4	K-562	MDA-MB-468	RPMI-8226	CCRF-CEM
CCOC(=O)OC(C#N)c1ccccc1 (configuration not stated)	98	99	98	100	99	112	102	107
Cc1nc2nc[nH]c(=O)c2nc1C	103	98	117	103	99	111	120	102
CSc1nnc(C2=CC(=O)c3ccccc3C2=O)n1-c1ccc(Cl)cc1	99	74	85	58	16	90	67	48
O=C1NC(c2ccc(C(F)(F)F)cc2)N=C2C(c3ccc(Cl)cc3)=NOC12 (configuration not stated)	98	89	105	93	96	100	109	53

Screening data as filed in PubChem BioAssay.
